Tb MetRS inh – blocks T. brucei methionyl-tRNA synthetase activity; AID 624268; 0.4% of 360,000 active; inhibition, % at 11.9 µM; purified T. brucei MetRS, ATP depletion, Kinase-Glo luminescence;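 active = inhibition above a per-plate cutoff of the control wells' mean inhibition plus 3 SD, cut at about 5.5% in these data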;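 also: 0% = DMSO wells median and 100% = median of wells with control inhibitor compound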
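Assay system: T. brucei methionyl-tRNA synthetase, purified | Medium: HEPES buffer with MgCl2, KCl, DTT, spermine, BSA, pyrophosphatase | Compound: 11.9 µM single point | Incubation: 15 min enzyme-compound preincubation, 2 h reaction, 10 min detection, 25 °C | Measured by: Kinase-Glo luciferase luminescence reporting remaining unconsumed ATP | Measure: % inhibition normalized to control-well medians | Replication: Singlicate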
SUMO1-SIM PPI – alters human SUMO1 binding to SIM partners | P63165 | SUMO1 binding to a labelled peptide, TR-FRET, 1 h | inhibition, % at 20 µM | 0.33% of 360,000 active | AID 602429; in the data active = inhibition above about 37%
Rpn11 inh – Rpn11 (human) deubiquitinase inhibition | 0.59% of 360,000 active | human 26S proteasome, Ub4-pepOG fluorescence polarization; 20S core pre-blocked with epoxomicin | O00487 | calls only at 20 µM;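 active = inhibition at 20 µM, scaled to each plate's controls, above about 33%, limit read from the data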
LMPTP inh – blocks human LMPTP phosphatase; P24666; recombinant LMPTP-A, OMFP fluorogenic substrate, fluorescence intensity; inhibition, % at 20 µM; 0.22% of 360,000 active; AID 651560;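 active = compounds that cut the enzyme signal by at least half of the control window in the single-dose screen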;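 also: plate controls were DMSO wells with enzyme plus substrate for no effect and substrate without enzyme for full effect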
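Test system: LMPTP-A phosphatase enzyme; input: 0.625 nM LMPTP-A final; reagent: OMFP substrate, 400 µM final; compound dosing: 20 µM single dose, 3% DMSO; incubation: 50 min dark incubation at room temperature; measured by: endpoint fluorescence intensity from OMFP dephosphorylation; measure: % inhibition relative to no-enzyme and uninhibited control wells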
Scp-1 inhibitor – inhibitors of human Scp-1 phosphatase | AID 493091 | Q9GZU7 | Recombinant Scp1, phosphopeptide, malachite green phosphate absorbance | 0.88% of 340,000 active | inhibition, % at 20 µM;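 active = inhibition above about 50% at 20 µM, limit read from the data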;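 also: plate controls were DMSO wells with enzyme for no effect and wells lacking enzyme for full effect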
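Incubation: 45 min enzyme reaction at room temperature / System: truncated SCP-1 phosphatase (76-261aa) / Reagent: Phospho 17-mer peptide substrate / Buffer or medium: Acidic Tris acetate buffer with magnesium and detergent / Signal: absorbance at 630 nm / Doses: one concentration, 20 µM, with 1.0% DMSO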
DNMT1 inh – blocks human DNA methyltransferase DNMT1. P26358. DNMT1 molecular beacon, Hinp1I cleavage, fluorescence. inhibition (reported as % activation of signal), % at 10 µM. 0.83% of 360,000 active. AID 588458; in the data active = inhibition above about 50%
Target sequence (P26358 504-1616 limits assumed): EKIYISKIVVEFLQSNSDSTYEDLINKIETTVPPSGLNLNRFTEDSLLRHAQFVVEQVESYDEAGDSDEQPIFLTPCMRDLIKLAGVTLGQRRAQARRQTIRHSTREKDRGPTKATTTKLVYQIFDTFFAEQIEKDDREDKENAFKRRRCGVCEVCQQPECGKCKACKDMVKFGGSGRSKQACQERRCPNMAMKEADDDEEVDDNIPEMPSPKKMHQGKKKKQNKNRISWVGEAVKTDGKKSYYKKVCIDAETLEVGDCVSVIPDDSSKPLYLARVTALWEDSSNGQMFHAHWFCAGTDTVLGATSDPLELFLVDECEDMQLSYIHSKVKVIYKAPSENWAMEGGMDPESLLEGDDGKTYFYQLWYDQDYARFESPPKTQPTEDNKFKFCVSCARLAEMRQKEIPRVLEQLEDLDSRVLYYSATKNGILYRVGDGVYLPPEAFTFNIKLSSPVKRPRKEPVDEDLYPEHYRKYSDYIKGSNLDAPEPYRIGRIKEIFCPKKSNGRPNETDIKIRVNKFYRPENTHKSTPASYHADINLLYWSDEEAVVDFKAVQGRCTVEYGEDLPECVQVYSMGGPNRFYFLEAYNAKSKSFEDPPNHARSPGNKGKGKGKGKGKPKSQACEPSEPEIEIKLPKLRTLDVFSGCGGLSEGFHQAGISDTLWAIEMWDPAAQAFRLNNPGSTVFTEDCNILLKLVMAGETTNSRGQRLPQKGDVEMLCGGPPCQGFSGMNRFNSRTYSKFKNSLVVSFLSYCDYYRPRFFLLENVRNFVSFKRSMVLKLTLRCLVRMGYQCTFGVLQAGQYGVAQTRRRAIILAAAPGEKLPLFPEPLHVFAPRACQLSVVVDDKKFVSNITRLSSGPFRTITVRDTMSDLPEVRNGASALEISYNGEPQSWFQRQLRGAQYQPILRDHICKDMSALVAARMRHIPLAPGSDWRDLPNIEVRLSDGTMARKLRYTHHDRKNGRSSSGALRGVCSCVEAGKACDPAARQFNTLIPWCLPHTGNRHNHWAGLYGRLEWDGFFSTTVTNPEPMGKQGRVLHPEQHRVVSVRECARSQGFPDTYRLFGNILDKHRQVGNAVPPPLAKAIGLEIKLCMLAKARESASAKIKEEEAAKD
PABP1 MLLE inh – inhibitors of microRNA-mediated deadenylation, human PABP1 MLLE binding | 0.36% of 360,000 active | AID 588489 | GST-MLLE / FITC-PAM2 fluorescence polarization | P11940 | inhibition, % at 20 µM; in the data active = inhibition above about 35%, passing the limit was not always enough;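 also: plate controls were DMSO wells with GST-MLLE for no effect and wells lacking GST-MLLE protein for full effect; some results filed as inactive read as strong as hits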
CSN deneddyl inh – inhibitors of human CSN-mediated cullin deneddylation | Q92905 | Purified CSN, SCF-Nedd8-OG deneddylation, fluorescence polarization | inhibition, % at 12.5 µM | 0.38% of 360,000 active;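 active = pattern-corrected inhibition above about 35%, with an unprinted fluorescence ratio check between 0.5 and 1.5, limit read from the data, passing the limit was not always enough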;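 also: 0% = enzyme with substrate and 100% = substrate without enzyme; some results filed as inactive read as strong as hits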
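test system = HEK293T-derived human Csn5 enzyme | amount = 0.24 nM Csn5 enzyme, final concentration | medium = Tris/NaCl/DTT buffer, pH 7.5 | schedule = 90 min reaction at room temperature | signal = FP | evaluation = inhibition of Csn5 cleavage, % | compound dosing = single dose of 12.5 µM compound with 0.25% DMSO | probe or stimulus = 10 nM SCFSkp2-Nedd8OG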
STEP inh – STEP (human) phosphatase inhibition; recombinant STEP, OMFP fluorogenic substrate, fluorescence; inhibition, % at 20 µM; 0.25% of 360,000 active;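 active = inhibition at 20 µM, scaled per plate between control wells, above about 37%, limit read from the data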;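 also: 0% = DMSO with enzyme and substrate and 100% = substrate only without enzyme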
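Assay system: isolated STEP enzyme. Buffer or medium: pH 6.0 Bis-Tris with DTT and Tween 20. Also added: fluorogenic phosphatase substrate OMFP at 25 µM final. Dosing: 20 µM, 1% DMSO. Timing: 20 min reaction, room temperature, in the dark. Measured by: fluorescence intensity, excitation 480 nm, emission 540 nm. Evaluation: normalized % inhibition.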
NadD block – NadD (S. aureus) enzyme inhibition; purified NadD enzyme, colorimetric absorbance read-out; inhibition, % at 20 µM; 0.78% of 360,000 active; AID 602399; in the data active = inhibition above about 26%; also: some compounds past the cut are filed as inactive
Numbers without * were called inactive; i = inactive; · = not tested or not shown.

SMILES | Tb MetRS inh | SUMO1-SIM PPI | Rpn11 inh | LMPTP inh | Scp-1 inhibitor | DNMT1 inh | PABP1 MLLE inh | CSN deneddyl inh | STEP inh | NadD block
Cc1ccnc2nc(C(=O)Nc3nc4ccccc4s3)nn12 | -1.2 | -5 | i | -0.7 | -2 | 4 | -6 | -4 | 1 | 1
Cc1ccccc1NC(=O)Cc1nc(COC(=O)c2ccc([N+](=O)[O-])cc2)cs1 | -0.2 | -32 | i | 0.4 | -4 | -2 | 3 | 0 | -1 | -1
O=C(Nc1cc(C(F)(F)F)ccc1Cl)C(Sc1n[nH]c(=O)[nH]c1=O)c1ccccc1 (stereo not drawn) | 0.7 | 2 | i | 2.0 | -4 | -2 | 4 | -4 | -2 | 6
COc1ccccc1C(=O)Nc1ccccc1N1CCN(C(=O)c2ccc(Cl)cc2)CC1 | -0.7 | 7 | i | 7.5 | 3 | -8 | 2 | 2 | 4 | 3
COc1ccccc1NC(=S)NCCc1ccc(S(N)(=O)=O)cc1 | -0.2 | 3 | i | 0.2 | -10 | -2 | 22 | -4 | 10 | -4
CCN(CC)S(=O)(=O)c1ccc(OC)c(NC(=O)OCc2ccccc2)c1 | 0.3 | 4 | i | 1.2 | -10 | 1 | -2 | -1 | 2 | -8
O=C(N/C(=C/c1ccc(Br)cc1)c1nc2ccccc2[nH]1)c1ccco1 | -0.3 | -11 | i | -0.4 | -2 | -1 | 8 | 2 | 2 | 0
CCCCCCn1c(N2CCCC2)nc2c1c(=O)[nH]c(=O)n2C | -0.6 | 5 | i | -0.5 | -3 | 2 | 3 | -2 | 1 | -2
Cc1cnc(C(=O)OCC(=O)c2cc(C)n(CCc3ccc(F)cc3)c2C)cn1 | 0.1 | -1 | i | -1.2 | · | 3 | -6 | 2 | 0 | -3
O=C(Cn1sc2ccccc2c1=O)Nc1ccc(Cl)cc1 | 0.0 | 3 | i | -1.4 | · | -3 | 28 | 4 | -2 | -3
CCc1nnc(NCC(=O)N2CCc3ccccc32)s1 | -1.2 | 14 | i | 1.6 | 4 | -19 | -23 | 2 | -2 | 45*
Nc1nc(-c2cccc(NS(=O)(=O)c3ccccc3)c2)cs1 | -0.2 | -3 | i | -0.2 | -3 | -4 | 11 | 2 | -4 | -1
CCCCc1nc(NCCN2CCOCC2)c(C#N)c2c1COC(C)(C)C2 | -1.2 | 23 | i | 0.6 | 1 | 7 | -8 | 1 | -1 | -4
CC(C)c1nnc(NC(=O)C2CCCN(C(=O)Nc3ccc(F)cc3)C2)s1 (stereo not drawn) | -0.2 | 4 | i | -0.4 | -5 | 1 | -4 | 0 | -2 | -2
CCN(CC(=O)Nc1ccc(OC)cc1)C(=O)c1ccc2c(c1)NC(=O)CS2 | 2.9 | 7 | i | 0.8 | -5 | 1 | -61 | 6 | -5 | -3
CCN1C(=O)CSc2ccc(C(=O)NCc3ccccc3OC)cc21 | 0.1 | 1 | i | 0.0 | -6 | 1 | -3 | -1 | 0 | -6
Cc1nc2ccc(NC(=O)N3CCSCC3)cc2s1 | 0.0 | -1 | i | -0.6 | -1 | -2 | -8 | -1 | 1 | -2
CC(=NCc1cccc(Cl)c1)c1nc(-c2ccco2)oc1O | 0.5 | -14 | i | 0.3 | -7 | -1 | 7 | -4 | -1 | -5
CCN1CCN(/C=N/c2nc3c(s2)CCCC3)CC1 | -0.3 | -1 | i | -2.8 | -8 | -5 | -29 | 3 | -2 | -2
CS(=O)(=O)N(CC(=O)N1CCc2ccccc2C1)Cc1ccc(Cl)cc1 | -0.6 | 0 | i | 1.2 | -9 | -5 | -6 | 0 | -1 | -1
COc1cc(-c2n[nH]c(=S)n2-c2cccc(C(F)(F)F)c2)cc(OC)c1OC | -0.8 | 3 | i | -1.0 | -9 | 4 | -33 | -1 | 0 | -1
N#Cc1ccc(C(=O)NNC(=O)c2ccncc2)cc1 | -0.2 | 1 | i | -0.1 | -8 | 0 | -7 | 2 | 2 | -6
CCC(=O)NC(=S)Nc1ccc(NC(=O)c2ccco2)cc1 | -0.2 | -4 | i | -0.5 | -7 | 4 | 25 | -13 | 1 | -3
COc1cccc(CN2CC(C(=O)N3CCCO3)CCC2=O)c1 (stereo not drawn) | 0.1 | -1 | i | -0.3 | -11 | 2 | -1 | 4 | -2 | 6
CC(OC(=O)C1CC2CCCC(C1)C2=O)C(=O)Nc1cccc([N+](=O)[O-])c1 (stereo not drawn) | -0.3 | -18 | i | 0.3 | -9 | 3 | 6 | -1 | 1 | -7

Arranged by value in CSN deneddyl inh (falling): some entries from above
Molecule | SUMO1-SIM PPI | Rpn11 inh | LMPTP inh | Scp-1 inhibitor | DNMT1 inh | PABP1 MLLE inh | CSN deneddyl inh | NadD block
CCN1CCN(/C=N/c2nc3c(s2)CCCC3)CC1 | -1 | i | -2.8 | -8 | -5 | -29 | 3 | -2
N#Cc1ccc(C(=O)NNC(=O)c2ccncc2)cc1 | 1 | i | -0.1 | -8 | 0 | -7 | 2 | -6
CC(OC(=O)C1CC2CCCC(C1)C2=O)C(=O)Nc1cccc([N+](=O)[O-])c1 (stereo not drawn) | -18 | i | 0.3 | -9 | 3 | 6 | -1 | -7

Other compounds follow:
SMILES | Tb MetRS inh | SUMO1-SIM PPI | Rpn11 inh | LMPTP inh | Scp-1 inhibitor | DNMT1 inh | PABP1 MLLE inh | CSN deneddyl inh | STEP inh | NadD block
CCOC(=O)CC(=O)Nc1ccc(C(=O)OCC)cc1 | -0.6 | -3 | i | -0.7 | -2 | -3 | -4 | -2 | -4 | -3
CCN1C(=O)C(O)(CC(=O)c2c(C)coc2C)c2ccccc21 (stereo not drawn) | 0.3 | 3 | i | 0.1 | -6 | 3 | 12 | -3 | 2 | -3
Clc1ccccc1C1=Nn2c(nnc2-c2ccco2)SC1 | 0.1 | -2 | i | 0.6 | -2 | 2 | 5 | 0 | 1 | 1
CC1CCN(C(=O)c2ccc(NC(=O)C3CCCO3)cc2)CC1 (stereo not drawn) | 0.0 | 3 | i | -0.5 | -6 | 0 | 4 | -1 | 1 | 0
O=C(NCCN1CCCCC1)Nc1cccc(Cl)c1Cl | -1.1 | 2 | i | 0.6 | 3 | 0 | 5 | 3 | -4 | -8
COc1cc(/C=N/NC(=O)c2cccnc2)cc(Br)c1O | -1.5 | -6 | i | -6.4 | 4 | 4 | -2 | -1 | 4 | -2
COc1ccc2nc(C)cc(Nc3ccccc3OC)c2c1 | -0.1 | -4 | i | -0.4 | · | -9 | -18 | 0 | 2 | -4
O=C(CCc1ccccc1)NNC(=O)Nc1ccc(Cl)cc1 | 1.3 | -3 | i | 0.1 | -5 | 0 | -15 | -3 | -2 | 2
CCOC(=O)Cc1csc(NC(=O)c2ccc(C)cc2)n1 | 0.0 | 1 | i | 0.3 | -2 | 8 | -1 | 3 | 1 | -6
COc1ccc(C(=O)NC(C(=O)NCc2ccccc2OC)C(C)C)cc1 (stereo not drawn) | -0.6 | 2 | i | -0.4 | -5 | 0 | -14 | 17 | -1 | -3
Cn1c(CNC(=O)CNC(=O)Cc2ccc(F)cc2)cc(=O)n(C)c1=O | -0.3 | 9 | i | -1.6 | -3 | 4 | -4 | 3 | 2 | 1
COC(=O)C1=C(C)N(Cc2ccccc2)C(=NCCc2cccnc2)N[C@H]1c1ccccc1 | -0.3 | 1 | i | -1.3 | 6 | 3 | -106 | 2 | -2 | 0
COC(=O)C1(C)NCCc2c1[nH]c1ccccc21 (stereo not drawn) | 0.2 | 5 | i | -0.8 | 38 | -1 | -4 | 2 | -3 | 0
CC[C@@]12C(=O)N(c3ccc(C)cc3)C(=O)N1[C@H](c1cccc(C)c1)[C@@H]1C(=O)N(Cc3ccccc3)C(=O)[C@@H]12 | -0.1 | -2 | i | 1.0 | -6 | 4 | 3 | -3 | 0 | 1
CCN(CC)c1c2c(c(C#N)c3nc4ccccc4n13)CCC2 | -1.4 | -3 | i | 1.0 | 4 | -5 | -15 | 5 | 0 | 6
Cc1cc(C)cc(NC(=O)c2ccc3c(c2)CCN3S(C)(=O)=O)c1 | -1.4 | 4 | i | 0.7 | -7 | -1 | 11 | -5 | -3 | -6
COc1cc(NC(=S)Nc2ccccn2)c(OC)cc1Cl | -0.5 | 1 | i | -0.3 | -3 | -2 | 20 | 7 | -1 | 6
COc1ccc(CCN(C)C(=O)CN2C(=O)c3ccccc3S2(=O)=O)cc1OC | 0.3 | -7 | i | 0.4 | -4 | 1 | -122 | 3 | 2 | -4
COc1c(NC(C)=O)c2c(c([N+](=O)[O-])c1OC)C(=O)OC2 | 0.4 | -6 | i | -0.4 | -3 | 1 | 6 | -1 | -3 | 1
CCOC(=O)N1CCC(NC(=O)CS(=O)(=O)Cc2nc(-c3cccc(OC)c3)oc2C)CC1 | -0.3 | -3 | i | -1.0 | -6 | 2 | -5 | -4 | 0 | 2
O=[N+]([O-])c1ccc(COc2cccc(CNc3ccc(Br)cc3)c2)cc1 | 0.2 | -6 | i | 4.6 | -1 | 71* | 20 | 2 | 2 | 7
CCOc1ccc(NC(=O)CN(C)C(=O)C2CC2C)cc1OCC (stereo not drawn) | -0.1 | 0 | i | -0.9 | -10 | 2 | -2 | -7 | -2 | 1
CCn1nc(C)c(NC(=O)c2cc(Br)ccc2Cl)c1C | -0.2 | 1 | i | -2.5 | -1 | 1 | 11 | 2 | 2 | -3
c1ccc2c(c1)ncn2CCC1CCCCC1 | 0.1 | 1 | i | 5.3 | 2 | -4 | 1 | -2 | -1 | -1
Cc1ccc(C2CC2c2n[nH]c(=S)n2-c2cccc(Cl)c2)cc1 (stereo not drawn) | -0.7 | 5 | i | 3.1 | -2 | -2 | -24 | -14 | 3 | 6
COc1ccc(Br)c(C(=O)N2CCCC2(C)C(=O)NCC(C)C)c1 (stereo not drawn) | -0.5 | 1 | i | -1.3 | · | 4 | 11 | 0 | 0 | -1
COC(=O)CSc1snnc1-c1ccc(Cl)c(Cl)c1 | -0.4 | -2 | i | 2.1 | -13 | -1 | -11 | 2 | -2 | 5

Compound activity from PubChem.

Hits appear at their usual frequency. Share with any hit: about 3.6%.
